CCHFV vOTU inh: CCHFV vOTU protease inhibition; Pep-AMC fluorescence; inhibition, % at 11.5 µM; 0.55% of 370,000 active; AID 651958; note: 0% = vehicle wells with enzyme and 100% = no enzyme wells
Mtb BioA inh: inhibitors of Mycobacterium tuberculosis BioA enzyme; purified M. tuberculosis BioA enzyme, plate reader; 0.096% of 360,000 active; inhibition, % at 9.99 µM; in the data active = inhibition above about 40%; inconclusive = no clear call, values can overlap the other calls
PrPC surface inh: reduces human prion protein on the cell surface; inhibition, % at 13.8 µM; cell surface PrPC, TR-FRET read-out; 0.43% of 370,000 active; in the data active = inhibition above about 24%; note: 0% = median of the test wells and 100% = reference compound wells
FadD28 FP inh: inhibitors of Mycobacterium tuberculosis FadD28 bisubstrate binding; FadD28 bisubstrate probe binding, fluorescence polarization; AID 588549; 0.22% of 360,000 active; inhibition, % at 12.5 µM; in the data active = inhibition above about 8.5%, passing the limit was not always enough; inconclusive = no clear call, values can overlap the other calls
Mtb UGM inh: blocks M. tuberculosis UGM enzyme; AID 504406; purified UGM, fluorescence polarization probe displacement; inhibition, % at 10 µM; P9WIQ1; 0.06% of 320,000 active; in the data active = inhibition above about 10%, passing the limit was not always enough; inconclusive = no clear call, values can overlap the other calls
Target sequence (P9WIQ1 whole entry, looked up): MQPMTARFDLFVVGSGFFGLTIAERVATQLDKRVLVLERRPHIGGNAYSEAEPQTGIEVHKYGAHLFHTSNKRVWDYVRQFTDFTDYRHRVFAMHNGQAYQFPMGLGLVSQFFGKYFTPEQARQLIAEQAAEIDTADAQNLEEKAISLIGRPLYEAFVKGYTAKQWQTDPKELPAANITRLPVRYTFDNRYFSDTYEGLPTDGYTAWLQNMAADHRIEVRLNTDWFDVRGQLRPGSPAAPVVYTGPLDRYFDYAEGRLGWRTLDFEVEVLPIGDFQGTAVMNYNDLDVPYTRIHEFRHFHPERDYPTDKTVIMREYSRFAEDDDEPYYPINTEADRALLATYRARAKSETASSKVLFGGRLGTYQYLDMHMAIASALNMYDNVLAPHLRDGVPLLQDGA
Mtb FBA inh: Mtb fructose-bisphosphate aldolase inhibition; purified M. tuberculosis FBA, fluorescence read-out; inhibition, % at 1 µM; 2.3% of 360,000 active; AID 588726; in the data active = inhibition above about 27%;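 note: 0% = vehicle and 100% = reference inhibitor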
Target sequence (P9WQA3 whole entry, looked up): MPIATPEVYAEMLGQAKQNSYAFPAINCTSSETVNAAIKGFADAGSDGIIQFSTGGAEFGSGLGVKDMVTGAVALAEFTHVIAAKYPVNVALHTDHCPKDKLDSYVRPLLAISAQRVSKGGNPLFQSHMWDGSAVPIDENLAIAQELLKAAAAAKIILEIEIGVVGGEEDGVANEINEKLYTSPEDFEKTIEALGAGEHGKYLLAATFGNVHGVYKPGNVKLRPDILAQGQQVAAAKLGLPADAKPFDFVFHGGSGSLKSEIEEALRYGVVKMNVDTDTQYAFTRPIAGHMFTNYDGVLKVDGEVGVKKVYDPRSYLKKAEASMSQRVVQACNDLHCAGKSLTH
BoNT-A LC inh2: BoNT A light chain protease inhibition; multiplex microsphere protease substrate cleavage, flow cytometry; inhibition, % at 10 µM; 0.17% of 360,000 active; in the data active = inhibition above about 30%; inconclusive = no clear call, values can overlap the other calls; note: plate controls were buffer without enzyme for full effect and enzyme alone for no effect
GDH-TPI inh: counter-screen for M. tuberculosis FBA inhibitors: GDH-TPI coupled enzymes | GDH-TPI coupled enzyme counterscreen, NADH absorbance | inhibition, % at 4.8 µM | 1.2% of 360,000 active | AID 588335;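 note: 0% = DMSO wells and 100% = wells lacking the enzyme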
BoNT-F LC inh: blocks Botulinum neurotoxin F light chain protease; Multiplex microsphere protease cleavage assay, flow cytometry; inhibition, % at 10 µM; 0.22% of 360,000 active; AID 588497; in the data active = inhibition above about 35%, passing the limit was not always enough; inconclusive = no clear call, values can overlap the other calls; note: plate controls were buffer without enzyme for full effect and enzyme alone for no effect
The depositor's hits bear a star; ? = inconclusive; . = no result given; + = active, no number. Cut-off read from the data, not from the text of the source, unless noted: active = inhibition above about 30%; inactive = the rest.

SMILES	CCHFV vOTU inh	Mtb BioA inh	PrPC surface inh	FadD28 FP inh	Mtb UGM inh	Mtb FBA inh	BoNT-A LC inh2	GDH-TPI inh	BoNT-F LC inh
Cn1c(=O)c2c(c3ccccc31)OC(C)(C)CC2	1	.	6	0.1	-2.4	5	-1.6	10	-16
CCN(CC)C(=O)N1CCN(S(=O)(=O)c2ccc(C)c(C)c2)CC1	4	-1.9	9	-1.7	-2.5	2	0.1	1	?
CCC(NC(=O)c1ccccc1NC(=O)c1ccco1)C(=O)O (stereo not drawn)	5	-1.1	9	-1.4	-1.0	3	-0.6	7	-10
COC(=O)c1[nH]c2ccc(C)cc2c1NS(=O)(=O)c1ccc(F)c(C)c1	2	-0.2	0	-6.3	-0.6	6	0.3	-5	-1
CC(Oc1ccc(C(=O)NC2CCCCC2)cc1)C(=O)O (stereo not drawn)	-1	-0.9	3	-5.1	2.9	-1	-0.9	-7	-12
CC(=O)Oc1ccc2c(C)cc(=O)oc2c1C(=O)c1ccccc1	2	-1.2	6	-2.9	2.5	5	-1.0	8	-11
CC1=C(C(=O)Nc2cccc(C(=O)NC3CCCC(C)C3C)c2)SCCO1 (stereo not drawn)	9	1.1	-2	-4.1	-2.4	3	0.0	-2	5
CNC(=O)C1=C(C)Nc2nc3ccccc3n2C1c1ccc(F)cc1 (stereo not drawn)	9	4.8	0	-0.3	-1.4	-3	-0.9	7	-2
O=C(O)c1ccc(N/N=C/c2ccc(OC(=O)c3cccc(Cl)c3)cc2)cc1	-3	-2.6	6	0.5	-0.1	8	1.0	31*	-2
CCOC(=O)Nc1ccc2c(c1)nc(CN1CCOCC1)n2C	1	1.6	4	-2.0	1.5	5	-0.4	-11	0
COc1cc(/C=C2\Oc3cc(O)ccc3C2=O)ccc1O	5	-13	-40	5.2	-4.6	-19	2.2	17	-3
O=C(Nc1nc2c(s1)CCCC2)c1ccc(N2C(=O)CCC2=O)cc1	3	1.9	-3	-1.6	-1.7	-1	-0.9	5	3
COc1ccc(-c2[nH]c(-c3ccc(C(=O)O)cc3)nc2-c2ccccc2)cc1	-204	3.5	9	?	4.0	+	-0.5	11	6
Sc1ccccc1N=Cc1cccs1	-4	-0.6	3	-3.3	.	25	0.0	10	1
Cc1ccc(OCC(=O)n2nc(C)cc2C)c(Br)c1	5	.	-6	0.3	-1.7	-3	-1.4	-2	-15

Part of the list above, with values under each structure.
Results follow in this order: CCHFV vOTU inh | Mtb BioA inh | PrPC surface inh | FadD28 FP inh | Mtb UGM inh | Mtb FBA inh | BoNT-A LC inh2 | GDH-TPI inh | BoNT-F LC inh
Cc1ccc(OCC(=O)n2nc(C)cc2C)c(Br)c1
  5 | . | -6 | 0.3 | -1.7 | -3 | -1.4 | -2 | -15
COC(=O)c1[nH]c2ccc(C)cc2c1NS(=O)(=O)c1ccc(F)c(C)c1
  2 | -0.2 | 0 | -6.3 | -0.6 | 6 | 0.3 | -5 | -1
CC1=C(C(=O)Nc2cccc(C(=O)NC3CCCC(C)C3C)c2)SCCO1 (stereo not drawn)
  9 | 1.1 | -2 | -4.1 | -2.4 | 3 | 0.0 | -2 | 5
O=C(O)c1ccc(N/N=C/c2ccc(OC(=O)c3cccc(Cl)c3)cc2)cc1
  -3 | -2.6 | 6 | 0.5 | -0.1 | 8 | 1.0 | 31* | -2

Following part
SMILES	CCHFV vOTU inh	Mtb BioA inh	PrPC surface inh	FadD28 FP inh	Mtb UGM inh	Mtb FBA inh	BoNT-A LC inh2	GDH-TPI inh	BoNT-F LC inh
Cc1ccc(-n2cc(CNC(C)Cc3cnccn3)c(-c3cccc(C)c3)n2)cc1 (stereo not drawn)	14	.	-9	-0.9	-1.0	-3	-1.0	10	-14
CN(Cc1ccon1)C(=O)CCc1nnc(Cc2ccc(-c3ccccc3)cc2)o1	-16	2.0	-1	-3.4	-3.7	0	-0.4	-1	-2
CC(C)(C)c1ccc(-c2nnc(SCC(=O)NCC3CCCO3)n2N)cc1 (stereo not drawn)	8	-2.5	4	.	-0.9	2	0.9	-3	3
COc1cc(C(=O)N2CCN(C(=O)C3CCCO3)CC2)cc(OC)c1OC (stereo not drawn)	15	-0.8	-1	-2.1	.	1	0.7	0	2
COc1ccc(S(=O)(=O)N2CCOCC2)cc1NC(=O)c1cccc(-n2cccc2)c1	-10	.	3	-4.0	-1.8	-1	-2.4	11	-14
CCOCCCn1c(SCC(=O)NC2CCCCC2)nc2ccccc2c1=O	-7	-0.5	-7	-3.2	.	-1	0.2	-13	1
O=C(NCc1ccco1)c1nc2c(nnn2Cc2cccc(Cl)c2)c(=O)[nH]1	21	.	-7	-1.5	-1.5	0	1.2	8	5
O=C(NC(=O)c1ccccc1)Nc1ccccn1	2	-1.1	-7	-0.8	0.4	4	1.3	-4	-2
CCC1CCCCN1CCCNC(=O)C1CCN(S(=O)(=O)N2CCCCC2)CC1 (stereo not drawn)	-8	-0.3	-4	-2.6	-2.3	-1	-0.1	9	-5
Cc1ccoc1C(=O)Nc1ccc(CC(=O)O)cc1	5	-9.7	-5	0.7	2.1	3	0.6	2	7
Cc1ccccc1CC(=O)Nc1ccc(C(=O)N2CCCC2)cc1	16	-0.5	2	-3.0	0.5	1	1.5	-11	5
CCCCC(c1nnnn1CS(=O)(=O)c1ccc(C)cc1)N1CCN(c2ccccc2)CC1 (stereo not drawn)	7	-1.3	0	-2.9	0.3	0	-0.2	1	-1
Cn1c(-c2ccccc2)cc2c3no[n+]([O-])c3ccc21	-5	.	-4	-1.3	-3.2	1	-0.1	12	-9
COc1cccc(OCC(=O)Nc2ccccc2-c2ccccc2)c1	14	.	4	-3.3	-3.9	0	-0.4	1	0
COc1cccc(C(NC(C)=O)c2nc(-c3cccc(C#N)c3)cs2)c1 (stereo not drawn)	-9	2.1	8	-0.6	.	2	0.2	5	-6
Cc1ccc(NC(=O)c2ncn(CC(=O)N[C@H](C)c3cccc4ccccc34)n2)cc1C	6	0.4	8	-4.2	.	-2	0.0	-2	0
Cc1cc(O)c(C(C)C)cc1N=Cc1ccccc1[N+](=O)[O-]	-5	-0.1	2	-2.9	.	-3	-0.4	10	-9
CC(=O)NC1=NN(C(C)=O)C(c2ccc(F)cc2)S1 (stereo not drawn)	-13	.	1	-3.9	2.9	0	0.3	-3	-5
O=C(Nc1nc(-c2ccccc2)cs1)c1cccc([N+](=O)[O-])c1	2	-1.9	0	-4.8	-0.4	-4	-3.1	0	-6
COC(=O)C(=N/Nc1ccccc1C(=O)OC)/C(C)=N/O	15	-1.4	-5	-0.6	-0.6	-4	5.8	44*	?
CCOc1ccc(/C(O)=C2/C(=O)C(=O)N(CCOCCO)C2c2cccnc2)cc1 (stereo not drawn)	9	-1.7	4	-3.2	0.6	1	-0.9	30	-5
Cc1cc(OC(=O)c2ccc3ccccc3c2)c([N+](=O)[O-])c(=O)[nH]1	2	.	0	-3.9	-2.1	-8	-0.5	2	-4
O=[N+]([O-])c1ccc(-c2cccnc2)cc1	11	0.7	-43	-2.1	.	1	0.0	19	-3
C=CCN(CC=C)C(=S)Nc1cc(Cl)ccc1OC	0	.	-12	-1.4	0.7	-1	-0.4	3	-6
CCOc1ccc2nc(Cl)sc2c1	-8	.	10	-0.1	3.7	2	0.3	4	-4
O=C(CN1C(=O)C2C3CCC(C3)C2C1=O)Oc1ccc2ccccc2c1 (stereo not drawn)	6	.	2	-2.1	1.3	2	-0.4	-3	1
CC(C)n1c(SCC(=O)NCc2ccco2)nc2c1c(=O)n(C)c(=O)n2C	0	-1.3	-6	-1.1	0.0	4	0.7	8	-1
COc1ccc(C(NC(=O)N2CC(C)OC(C)C2)C(Cl)(Cl)Cl)cc1F (stereo not drawn)	-7	.	10	0.6	.	2	0.8	4	-6
OC(COc1ccc2ccccc2c1Br)Cn1ccnc1 (stereo not drawn)	-9	-0.7	-2	-7.8	-1.2	-1	-0.4	-1	1
O=C1NC[C@@H](Cc2ccc(O)cc2)N(CCc2cccc(F)c2)C1=O	-6	0.1	1	-3.5	-0.2	-1	0.2	-8	-9

Of the compounds above, these have bromine:
SMILES	CCHFV vOTU inh	Mtb BioA inh	PrPC surface inh	FadD28 FP inh	Mtb UGM inh	Mtb FBA inh	BoNT-A LC inh2	GDH-TPI inh	BoNT-F LC inh
Cc1ccc(OCC(=O)n2nc(C)cc2C)c(Br)c1	5	.	-6	0.3	-1.7	-3	-1.4	-2	-15
OC(COc1ccc2ccccc2c1Br)Cn1ccnc1 (stereo not drawn)	-9	-0.7	-2	-7.8	-1.2	-1	-0.4	-1	1

The listing continues.
SMILES	CCHFV vOTU inh	Mtb BioA inh	PrPC surface inh	FadD28 FP inh	Mtb UGM inh	Mtb FBA inh	BoNT-A LC inh2	GDH-TPI inh	BoNT-F LC inh
CCCCCCCC(=O)N/N=C/c1ccc([N+](=O)[O-])o1	8	.	-24	0.3	-0.5	0	0.8	16	1
C=CCn1c(O)c(/C=C2/C=CC=N2)c(=O)[nH]c1=O	7	-0.9	8	1.7	1.0	-1	0.8	6	4
CCc1cc(C(=O)c2ccc(OC)cc2)c(NC(=O)CCC(=O)O)s1	-1	2.2	-12	-3.9	1.1	-3	-0.3	4	14
O=c1[nH]n2c(-c3ccccc3)nc(O)c2c2ccccc12	-4	.	-8	-5.3	1.0	1	0.0	5	0
O=C(/C=C/c1ccc2c(c1)OCCCO2)c1ccccc1O	5	.	1	-3.1	0.2	-1	-0.5	9	-3
O=C(CCN1CC=C(c2ccccc2)CC1)NCc1ccccc1	-6	-1.8	3	-5.6	.	-2	-0.4	2	-1
O=C(CCN1C(=O)c2ccccc2C1=O)Nc1cccnc1	-8	6.9	-4	-0.4	0.9	-4	3.1	18	7
CCOC(=O)c1c(CN2CCCCC2)n(C)c2cc(Br)c(OC)cc12	13	-1.0	-8	-3.7	1.5	1	-0.3	-1	-10
CN(C(=O)c1cccc(S(=O)(=O)NCc2ccccc2)c1)C1CCCCC1	-7	3.0	4	-3.9	3.3	-1	0.0	-3	-8
O=C(Nc1ccc2c(c1)OCO2)c1cc(C2CCCCN2C(=O)c2ccc3ccccc3c2)on1 (stereo not drawn)	22	-0.6	-5	-0.4	.	-1	0.0	12	0
CCCN(CC(=O)Nc1ccc(F)c(F)c1F)C(=O)CN1C(=O)NC2(CCCCC2)C1=O	9	1.0	-2	-4.8	.	-3	-0.5	-1	0
CCCC(O)(c1ccc(Cl)cc1)C(CN1CCOCC1)c1ccc(Cl)cc1 (stereo not drawn)	18	-0.8	-7	-0.6	-0.3	30*	1.0	3	9
CCCn1c(=S)[nH]c2cc(C(=O)N3CCCC(C(=O)OCC)C3)ccc2c1=O (stereo not drawn)	-4	1.2	7	-1.4	-0.7	3	0.7	20	12
O=C(O)c1ccc(NC(=O)c2cn(-c3ccccc3)nc2-c2ccc(F)cc2)cc1	20	3.8	4	-2.5	-1.0	-1	-0.2	11	-4
O=C(COC(=O)CCNS(=O)(=O)c1cccs1)Nc1cc(C(F)(F)F)ccc1Cl	-4	1.1	-4	-1.3	0.5	3	-1.6	6	-8
Cc1ccnc(N/N=C/c2ccco2)n1	-2	-3.2	-5	0.1	3.4	0	-0.6	30	3
COc1ccc(NC2=NCCCCC2)cc1	-13	-0.6	0	0.3	-0.4	1	2.7	0	?
CC1=CCC2C(=O)N(c3ccc(C)c(Br)c3)C(=O)C2C1 (stereo not drawn)	1	-1.6	7	-1.9	0.5	2	-0.6	7	-16
COC(=O)c1cn(C(=O)c2ccccc2F)nc1N	.	-1.6	.	0.3	1.4	0	3.7	3	6
O=C(CSc1nnc(Cc2ccccc2)n1-c1ccc(F)cc1)N1CCOCC1	-12	0.5	-4	-1.4	-0.5	1	0.2	12	-4
CCOC(=O)CSc1nnc([C@H](CC(C)C)NC(=O)OC(C)(C)C)o1	7	0.6	-2	-5.5	.	2	-0.4	5	-2
CCc1nnc(NC(=O)COc2ccc3c(c2)OCO3)s1	4	.	7	-0.4	0.6	1	0.3	1	-12
CC(/C=C1\SC(=S)N(CCCC(=O)Nc2ccc(C(=O)O)cc2)C1=O)=C\c1ccccc1	19	3.8	0	-6.4	-1.2	-1	1.6	17	2
CC(=O)N1CCN(C(=O)c2cc(C)nc3ccccc23)CC1	12	.	-1	0.3	-1.6	1	-0.1	3	-2
Fc1ccc(Nc2c(-c3ccco3)nc3ccccn23)cc1	-105	.	16	-0.3	.	133*	-0.3	4	-2
CCOc1ccccc1NC(=O)CNC(=O)CNC(=O)Cc1ccccc1	13	-3.3	-12	0.3	0.6	1	-1.6	8	1
Cc1c(C#N)c2ccccc2n1CC(=O)O	0	-1.1	6	-0.7	-1.1	-3	-0.7	-1	6
